HTRA1 inhibitor = inhibitors of human serine peptidase HTRA1. recombinant HTRA1, FP-rhodamine activity-based probe, fluorescence polarization. inhibition, % at 5.96 µM. 340,000 compounds, 0.5% hits; in the data active means inhibition above about 36%;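 further: 0% = enzyme with DMSO and 100% = wells lacking enzyme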
PG9 Ab binder = small molecules binding HIV-1 gp120 antibody PG9; TR-FRET gp120-PG9 antibody binding; inhibition, % at 6.7 µM; 360,000 compounds, 0.43% hits; AID 624416; in the data active means inhibition above about 8.5%
NR1D1 modulator = modulators of human Rev-erb alpha DNA binding; P20393; Rev-erbα–FITC-DNA binding, fluorescence polarization, 90 min; activity, % at 10 µM; 370,000 compounds, 0.79% hits; AID 1259318;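 active means activity above about 14%, limit read from the data; passing the limit was not always enough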;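 further: 0% = DMSO wells with 35 nM protein and 100% = DMSO wells with 750 nM protein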
SMARCA2 activ = activators of SMARCA2 function; MG213 cells, MMTV-luciferase reporter, dexamethasone, overnight; activation, % at 9.1 µM; 370,000 compounds, 1% hits; in the data active means activation above about 7.8%;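 further: 0% = vehicle wells and 100% = reference activator wells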
ASAP1 inh = inhibitors of human ASAP1 ArfGAP activity; 360,000 compounds, 0.19% hits; AID 624377; Q9ULH1; inhibition, % at 16.5 µM; ASAP1-stimulated ARF1 GTP hydrolysis, GDP FP detection; in the data active means inhibition above about 25%;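 further: 0% = vehicle with enzyme and substrate and 100% = no enzyme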
rCAG RNA binder = molecules binding r(CAG) RNA repeats; r(CAG) RNA repeat, TO-PRO-1 dye displacement fluorescence; inhibition, % at 3 µM; 370,000 compounds, 1.3% hits; AID 651821;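 active means inhibition above the plate cutoff, the mean of all test compounds on that plate plus 3 SD, cut at about 35% in these data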;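 further: 0% = DMSO alone and 100% = 100 µM mitoxantrone as full dye displacement; higher means more dye released from RNA so lower well fluorescence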
ARFGAP1 inhibitor = inhibits rat ARF GTPase activating protein 1 | Q62848 | Arfgap1-stimulated ARF1 GTP hydrolysis, GDP FP detection | inhibition, % at 16.5 µM | 360,000 compounds, 0.26% hits;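 active means inhibition above a per-plate limit, mean inhibition of low control wells plus 3 SD, cut at about 25% in these data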;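 further: 0% = DMSO wells with enzyme and 100% = wells lacking Arfgap1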
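Material: truncated rat Arfgap1 GAP domain; Incubation: compound-enzyme preincubation 20 min, reaction 120 min, detection 60 min, 25 °C; Read-out: percent inhibition of Arfgap1-stimulated GTP hydrolysis; Technique: FP, GDP Alexa 633 tracer displaced from anti-GDP antibody, 620/688 nm; Controls: No-Arfgap1 wells (100%) versus DMSO full-reaction wells (0%); Replication: single well per compound.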
ABHD4 inh = ABHD4 (mouse) inhibition, primary FP screen; 370,000 compounds, 0.54% hits; AID 720543; inhibition, % at 8.92 µM; purified mABHD4, FP-Rh probe fluorescence polarization;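 active means inhibition exceeding the mean over every tested compound plus 3 SD, cut at about 30% in these data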;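 further: 0% = plate median of compound wells and 100% = S159A mutant with DMSO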
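assay system = mABHD4 protein | compound dosing = single nominal dose of 8.92 µM, 0.89% DMSO final | read-out basis = percent inhibition of probe binding, normalized to plate controls | schedule = Enzyme–compound pre-incubation 45 min, then probe 60 min, both 25 °C | detection = fluorescence polarization, excitation 525 nm, emission 598 nm, BODIPY TMR filters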
NPR1 activator = GC-A (human) enzyme activation; activation, % at 10 µM; AID 1671463; 370,000 compounds, 0.14% hits; HEK293 GC-A cells, cGMP TR-FRET, EC30 ANP; 0% at EC30 ANP, 100% saturating ANP; P16066; in the data active means activation above about 40%
Target sequence (P16066 whole entry, looked up): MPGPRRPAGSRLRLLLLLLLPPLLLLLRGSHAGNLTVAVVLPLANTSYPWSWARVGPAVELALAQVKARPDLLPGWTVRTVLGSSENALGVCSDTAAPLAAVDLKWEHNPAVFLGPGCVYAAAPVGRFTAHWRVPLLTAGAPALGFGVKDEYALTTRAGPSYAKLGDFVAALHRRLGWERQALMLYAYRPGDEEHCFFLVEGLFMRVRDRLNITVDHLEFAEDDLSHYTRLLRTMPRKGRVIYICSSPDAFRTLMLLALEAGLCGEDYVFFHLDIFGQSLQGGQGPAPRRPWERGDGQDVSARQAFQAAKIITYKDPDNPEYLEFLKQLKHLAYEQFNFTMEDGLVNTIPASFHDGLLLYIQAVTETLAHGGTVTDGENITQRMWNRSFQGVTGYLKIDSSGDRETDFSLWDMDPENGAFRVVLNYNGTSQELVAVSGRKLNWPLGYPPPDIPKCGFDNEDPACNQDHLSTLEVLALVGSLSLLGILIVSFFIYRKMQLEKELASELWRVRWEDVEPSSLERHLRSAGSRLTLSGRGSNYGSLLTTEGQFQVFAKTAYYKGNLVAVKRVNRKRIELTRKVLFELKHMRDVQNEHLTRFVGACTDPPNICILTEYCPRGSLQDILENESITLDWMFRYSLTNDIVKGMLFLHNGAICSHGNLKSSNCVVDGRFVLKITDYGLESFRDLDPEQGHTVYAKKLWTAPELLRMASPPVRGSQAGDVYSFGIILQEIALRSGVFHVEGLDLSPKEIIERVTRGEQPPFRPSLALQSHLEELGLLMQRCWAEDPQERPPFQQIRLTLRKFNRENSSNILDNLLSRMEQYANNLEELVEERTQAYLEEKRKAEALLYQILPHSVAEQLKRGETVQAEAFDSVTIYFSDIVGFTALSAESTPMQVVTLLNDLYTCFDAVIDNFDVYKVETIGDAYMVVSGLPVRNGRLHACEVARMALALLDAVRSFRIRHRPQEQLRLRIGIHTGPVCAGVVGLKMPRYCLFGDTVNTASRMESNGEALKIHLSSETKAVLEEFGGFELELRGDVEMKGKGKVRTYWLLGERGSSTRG
NPR2 activator = GC-B (human) receptor activation. P20594. HEK293-GC-B cells, CNP EC30, cGMP TR-FRET; 0% at EC30 CNP, 100% saturating CNP. activation, % at 10 µM. 370,000 compounds, 0.11% hits;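 active means activation at 10 µM reaching about 35% in either raw or pattern-adjusted values, limit read from the data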
* marks the source's active call; other numbers are inactive results; nt = no result given.

SMILES	HTRA1 inhibitor	PG9 Ab binder	NR1D1 modulator	SMARCA2 activ	ASAP1 inh	rCAG RNA binder	ARFGAP1 inhibitor	ABHD4 inh	NPR1 activator	NPR2 activator
CCOc1cc(Br)c(CN2C(=O)NC3(CCCCCC3)C2=O)cc1OCC	-21	0.2	-3	0	4	-3	9	-3	-4	-3
C=CCNC(=O)C1CC2Cn3c(nc4ccccc43)C2N1C (stereo unspecified)	5	0.6	3	-1	3	5	-7	2	1	3
CC(=O)N/C(=C\c1ccccc1)C(=O)OC/C=C/c1ccccc1	1	-3.2	5	-1	17	-5	-3	-3	6	3
CC(NC(=O)c1ccco1)c1nc(-c2ccc(Cl)cc2)no1 (stereo unspecified)	-1	-1.2	-6	-2	-10	-2	11	-7	7	3
C1=C(CCNC2=NCCCCC2)CCCC1	-1	-1.4	1	-3	5	-7	12	7	0	-1
Cc1ccccc1S(=O)(=O)c1c(C)cc(C)n(CC(C)C)c1=O	-12	0.7	0	1	-9	-2	-1	-5	-1	1
CCCCC(CC)CNC(=O)c1cccs1 (stereo unspecified)	-5	0.1	2	1	8	-2	1	-15	-4	-1
COc1nc(Oc2ccc(=O)[nH]n2)nc(N2CCOCC2)n1	3	-1.9	3	0	-7	-1	-7	4	0	8
O=C(CN1CCOCC1)Nc1nc(-c2ccccc2Cl)cs1	2	-0.8	-1	-1	-4	-5	-6	1	13	2
NC12CC3CC(C1)CC(CO)(C3)O2	1	0.4	-7	2	8	0	8	0	1	5
CCCOc1ccc(C2CC(=O)NC2=O)cc1 (stereo unspecified)	-2	-0.5	4	0	-7	1	-1	1	7	-1
CN1N=C(C(=O)N2CCc3c([nH]c4ccccc34)C2c2c(F)cccc2Cl)CCC1=O (stereo unspecified)	-67	1.8	7	4	-8	-3	-3	3	-9	-2
CCN1CCN(CCCNC(=O)Cn2nc(C)n3nc(-c4ccccc4)cc3c2=O)CC1	3	0.1	-9	-3	-10	-1	5	-8	1	-2
CC(C)(C)OC(=O)N1CCC(C(=O)Nc2cccc(C(=O)N3CCCCC3)c2)CC1	1	-0.7	-1	-4	-3	2	8	5	1	7
CCOC(=O)N1CCN(Cc2nc(C3CC3)no2)CC1	2	-0.9	1	-4	2	-2	6	8	0	-11
O=C(NCCc1c[nH]c2ccccc12)OCc1cn(Cc2ccccc2C(F)(F)F)nn1	nt	nt	3	-1	nt	2	nt	-6	-1	1
CC1Oc2ccccc2N(Cc2cccnc2)C1=O (stereo unspecified)	-3	2.5	-4	1	6	2	-3	-3	2	6
COc1cccc(C(=O)OCc2cc(=O)oc3c(C)c(C)ccc23)c1OC	-5	1.2	1	0	9	2	-1	1	6	4
CN(CC(=O)Nc1cccc(F)c1)C(=O)CCN1C(=O)C2CC=CCC2C1=O (stereo unspecified)	1	-0.2	4	-3	-1	0	-1	-1	3	3
O=C(NCc1ccc(F)cc1)C(=O)NCC1OCCN1S(=O)(=O)c1ccc2c(c1)OCCO2 (stereo unspecified)	-1	0.9	3	-5	3	10	9	1	-4	6
O=C(c1cccn2c(=O)c3cc(Cl)ccc3nc12)N1CCN(Cc2ccc3c(c2)OCO3)CC1	-5	1.0	-1	-1	-4	2	13	2	16	4
O=S1(=O)N[C@@H](Cc2ccccc2)COc2cccc(N3CCC[C@@H]3CO)c21	nt	-2.6	0	-3	-1	3	10	-3	3	3
COc1ccc(C(=O)N/N=C(/C)c2cccc(NC(=O)c3ccncc3)c2)cc1OC	4	-0.2	-10	-1	-3	-5	12	3	1	4
COc1cc(OC)cc(C(C)=O)c1	18	-0.4	3	1	3	-2	16	3	3	5

Arranged by the number under NPR2 activator (descending): three from the list above
compound | HTRA1 inhibitor | PG9 Ab binder | NR1D1 modulator | SMARCA2 activ | ASAP1 inh | ARFGAP1 inhibitor | NPR1 activator | NPR2 activator
CC1Oc2ccccc2N(Cc2cccnc2)C1=O (stereo unspecified) | -3 | 2.5 | -4 | 1 | 6 | -3 | 2 | 6
O=S1(=O)N[C@@H](Cc2ccccc2)COc2cccc(N3CCC[C@@H]3CO)c21 | nt | -2.6 | 0 | -3 | -1 | 10 | 3 | 3
CCOC(=O)N1CCN(Cc2nc(C3CC3)no2)CC1 | 2 | -0.9 | 1 | -4 | 2 | 6 | 0 | -11

New compounds follow
SMILES	HTRA1 inhibitor	PG9 Ab binder	NR1D1 modulator	SMARCA2 activ	ASAP1 inh	rCAG RNA binder	ARFGAP1 inhibitor	ABHD4 inh	NPR1 activator	NPR2 activator
COC(=O)N/N=C/c1cccs1	8	0.7	4	-4	-8	-2	7	0	-2	1
CC(O)[C@H]1CNC(=O)C(=O)N1CCCCC1CCCCC1 (stereo partly specified)	-3	0.2	0	0	-10	-5	5	1	6	1
N#CC1=C(N)OC2=C(CCc3ccccc32)C1c1ccccc1 (stereo unspecified)	-5	0.2	4	2	-5	3	1	6	-7	-1
c1ccc2cc(CSCc3nc4ccccc4[nH]3)ccc2c1	-42	-3.0	2	-2	-6	0	-3	-13	1	-2
C=CCOc1ccc(/C=C2\SC(=S)N(NS(=O)(=O)c3ccccc3)C2=O)cc1	-39	-0.7	-15	-1	1	88*	1	-3	-5	-5
O=C(Cn1nnc(-c2ccccc2)c1COc1ccc2ccccc2c1)NCC1CC1	nt	0.7	1	-2	0	5	-14	-15	-6	-2
O=C1C=CC(=O)N1Nc1ccc(Br)cc1	-5	0.2	-2	-2	2	-2	3	5	-3	-2
COc1cc(C=C(C(C)=O)C(C)=O)ccc1O	3	-2.9	-1	0	-17	1	-2	4	0	-2
Cc1nn(S(=O)(=O)c2cccc([N+](=O)[O-])c2)c(C)c1S(=O)(=O)N1CCOCC1	4	0.6	5	-3	-4	0	-1	5	3	-2
Cc1ccc(Oc2ccc(/C=N/O)cn2)cc1	-2	1.1	2	3	-11	-3	10	3	-3	-6
CCOCCn1ccc2c(OCC(=O)Nc3ccccc3OC)cccc2c1=O	-17	-0.3	-1	0	2	3	1	-6	-2	0
Cc1ccc(-c2nnc(N3CCC(C)CC3)c3ccccc23)cc1	-35	0.3	-5	-1	-5	-2	6	13	-5	1

Part of the list above, with each value named.
> O=C(NCCc1c[nH]c2ccccc12)OCc1cn(Cc2ccccc2C(F)(F)F)nn1
  HTRA1 inhibitor = nt | PG9 Ab binder = nt | NR1D1 modulator = 3 | SMARCA2 activ = -1 | ASAP1 inh = nt | rCAG RNA binder = 2 | ARFGAP1 inhibitor = nt | ABHD4 inh = -6 | NPR1 activator = -1 | NPR2 activator = 1

> CC1Oc2ccccc2N(Cc2cccnc2)C1=O (stereo unspecified)
  HTRA1 inhibitor = -3 | PG9 Ab binder = 2.5 | NR1D1 modulator = -4 | SMARCA2 activ = 1 | ASAP1 inh = 6 | rCAG RNA binder = 2 | ARFGAP1 inhibitor = -3 | ABHD4 inh = -3 | NPR1 activator = 2 | NPR2 activator = 6

> COc1cccc(C(=O)OCc2cc(=O)oc3c(C)c(C)ccc23)c1OC
  HTRA1 inhibitor = -5 | PG9 Ab binder = 1.2 | NR1D1 modulator = 1 | SMARCA2 activ = 0 | ASAP1 inh = 9 | rCAG RNA binder = 2 | ARFGAP1 inhibitor = -1 | ABHD4 inh = 1 | NPR1 activator = 6 | NPR2 activator = 4

> CN(CC(=O)Nc1cccc(F)c1)C(=O)CCN1C(=O)C2CC=CCC2C1=O (stereo unspecified)
  HTRA1 inhibitor = 1 | PG9 Ab binder = -0.2 | NR1D1 modulator = 4 | SMARCA2 activ = -3 | ASAP1 inh = -1 | rCAG RNA binder = 0 | ARFGAP1 inhibitor = -1 | ABHD4 inh = -1 | NPR1 activator = 3 | NPR2 activator = 3

The list goes on:
SMILES	HTRA1 inhibitor	PG9 Ab binder	NR1D1 modulator	SMARCA2 activ	ASAP1 inh	rCAG RNA binder	ARFGAP1 inhibitor	ABHD4 inh	NPR1 activator	NPR2 activator
CNC(=O)COC(=O)C1CCN(S(=O)(=O)c2ccc3c(c2)OCCO3)CC1	-5	1.0	1	-4	-7	1	-3	1	0	0
O=C(CCN1C(=O)C2CC=CCC2C1=O)Nc1nc(-c2ccc(F)c(F)c2)cs1 (stereo unspecified)	-13	-0.1	1	1	-5	0	7	-11	28	1
CC1(C)Cc2c(c(N3CCOCC3)nc3snc(N)c23)CO1	4	0.7	5	-5	-1	0	-4	5	3	8
CCOC(=O)CCn1cc(F)c(=O)[nH]c1=O	-2	0.5	2	4	-12	-1	-1	-1	-1	5
CCOc1ccc(NC(=S)NC(=O)/C=C/c2ccc(OC)cc2)c([N+](=O)[O-])c1	1	-2.3	-6	-3	3	9	6	-5	4	2
CCS(=O)(=O)c1nc(S(=O)(=O)c2ccc(Cl)cc2)c(N2CCN(C)CC2)s1	-2	0.7	-2	-1	-1	-6	10	0	-1	1
CCOC(=O)CSc1ncc(OC)c(=O)[nH]1	5	-1.9	0	1	12	1	7	4	-1	3
CCN(CC)CCn1c(=S)[nH]c2cc3c(cc2c1=O)OCO3	6	-2.4	-2	8.7*	-5	-2	9	-1	0	-6
C#CCOc1ccc(C2C3=C(COC3=O)Nc3cc4c(cc32)OCO4)cc1OC (stereo unspecified)	3	0.5	-6	-1	7	3	0	2	4	-3
Cc1sc2ncnc(SCc3ccc(C(=O)O)cc3)c2c1C	5	1.2	-5	-2	7	2	-4	-8	-3	-4
Cc1ccccc1NC(=O)CC1C(=O)Nc2ccccc2N1CC(=O)N(C)C1CCS(=O)(=O)C1 (stereo unspecified)	-1	1.4	1	0	-6	5	-11	-1	1	2
C#CCOc1ccc(/C=C2\SC(=S)N(Cc3cccnc3)C2=O)cc1	7	0.4	-4	-3	-4	2	7	-5	-4	2
Cc1ccc(NC(=O)CSCc2cc(=O)n3cc(C)sc3n2)c(C)c1	-8	-2.2	3	0	-10	-5	9	2	5	4
Cc1cc(C(=O)COC(=O)CNC(=O)c2ccccc2)c(C)n1CC1CCCO1 (stereo unspecified)	1	0.0	-4	-7	5	-5	-3	1	6	-1
CCC(=O)Nc1nn(C)c2nc3c(C)cccc3cc12	-3	-5.0	-5	-2	-4	0	5	4	-2	-6
COc1ccc2nc(-n3c(C)ccc3C)sc2c1	6	0.7	-7	0	7	0	-4	0	-1	8
CC(=O)N/C(=N/c1nc(C)cc(C)n1)Nc1ccc(F)cc1F	-1	-1.2	-1	-1	-5	2	-2	-3	-5	-4
COCCNc1nc(NCCOc2ccccc2Cl)c2sccc2n1	nt	0.6	-2	-6	-3	1	7	12	17	13
COc1ccc(S(=O)(=O)N2CCOCC2)cc1NC(=O)CCCSc1ccccc1	1	-1.6	8	9.3*	0	0	4	-4	2	3
Cc1cc(C)cc(C(=O)NCC(=O)OCC(=O)NCc2ccco2)c1	-12	0.5	-4	1	7	3	17	-2	2	-1
O=S1(=O)CCOC[C@H](Cc2ccccc2)N1Cc1cccc(Cl)c1	-12	-0.6	-3	0	8	-3	-4	-9	-5	-12

Compound activity deposited in PubChem BioAssay by several laboratories.
